Source: PubChem BioAssay (several laboratories)
MrgX1 ag: activates human MrgX1 receptor signaling; 310,000 tested, 0.44% active; Q96LB2; B-score at 10 µM; AID 588627; MrgX1-HEK293 cells, Fluo-4 calcium fluorescence, agonist mode; hits give high values;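 active = calcium response B-score plate-corrected fluorescence ratio at least 3 library SD, with starting fluorescence B-score inside 5 SD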
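Material: HEK293 cells stably expressing human MrgX1 receptor | Quantity: 15,000 cells per well | Times: Cells plated overnight, dye loaded 0.5 h 37 °C, 0.5 h room temperature | Measured by: Kinetic Fluo-4 NW fluorescence of intracellular calcium | Control set: Positive and negative controls per plate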
MrgX1 antagonist: human MrgX1 receptor antagonism, primary screen; 310,000 tested, 1.3% active; Q96LB2; MRGX1-HEK293 calcium flux, Fluo-4, BAM8-22 antagonism; hits give low values; AID 588676; B-score at 10 µM;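 active = calcium-response B-score plate-corrected more than 3 library SD below zero, starting fluorescence within 5 deviations, no agonist response on first addition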;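 also: peak minus trough fluorescence over baseline after final BAM8-22 challenge near maximal dose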
TRPC6 inhibitor: mouse TRPC6 channel inhibition; HEK293-TRPC6, membrane potential dye, ACh-evoked depolarization; hits give low values; B-score at 10 µM; 310,000 tested, 1.1% active; Q61143;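 active = B-score under library mean minus 3 SD, initial fluorescence not abnormally high, positive integrated signal ratio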;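 also: B-score derived from integrated fluorescence ratio over the kinetic read; more negative B-score means stronger inhibition of depolarization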
MrgX1 allo act: human MrgX1 positive allosteric modulation, primary screen; Q96LB2; MrgX1-HEK293, Fluo-4 calcium flux, FDSS; hits give high values; B-score at 10 µM; 310,000 tested, 0.63% active; AID 588675;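 active = plate-corrected calcium response at least 3 library SD above typical, normal starting fluorescence, not activating the receptor alone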;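 also: compound read alongside a low EC10 to EC30 dose of BAM8-22 agonist; peak minus trough fluorescence over baseline measured at the second addition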
SKKanGAS inh: blocks kanamycin growth of S. pyogenes SKKanGAS strain; BacTiter-Glo, 6 h; inhibition, % at 7.5 µM; 300,000 tested, 1.3% active;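 active = mean replicate score, as percent of positive control median, at least 50; inconclusive = mean below 50 but one replicate at or above 50; inactive = mean and every replicate below 50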;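 also: strain carries kanamycin resistance gene driven by streptokinase promoter and grows in 40 µg/ml kanamycin; loss of luminescence reflects streptokinase promoter inhibition or plain growth inhibition; 0% = median of DMSO wells and 100% = positive control at its reference dose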
TRPC6 act: mouse TRPC6 channel activation. Q61143. HEK293-TRPC6 membrane potential dye fluorescence; hits give high values. B-score at 10 µM. 310,000 tested, 0.13% active;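 active = B-score of the integrated fluorescence ratio above library mean plus 3 SD, and starting fluorescence ratio within library mean plus 5 SD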;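 also: higher score means more depolarization so channel activation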
HIF activator: HIF pathway transcriptional activation. U2OS HRE-luciferase reporter, luminescence; normalized: DMSO 0%, desferrioxamine 100%. activation, % at 7.5 µM (by protocol). 300,000 tested, 0.32% active;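 active = mean activation of at least 10% of the iron chelator positive control signal, with at least half of replicates also reaching 10%; inconclusive = mean and replicate majority disagree about reaching 10%; inactive = mean and most replicates under 10%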
RGS4 block: human RGS4 inhibition | P49798 | HEK293 M3R/RGS4 inducible, Fluo-4 calcium flux; hits give high values; triggered by carbachol at its EC20 | AID 463165 | B-score at 10 µM | 310,000 tested, 0.45% active;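 active = B-score, a plate-corrected calcium signal, over three deviations above library mean, with baseline fluorescence within five deviations of library mean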;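 also: RGS4 expression induced by doxycycline in cells with stable M3 receptor; B-score is computed from the integrated fluorescence ratio over baseline after carbachol; higher B-score means a larger calcium signal and so more RGS4 inhibition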
Platelet DG rel: platelet dense granule release activity; human platelet-rich plasma, SFLLRN dense granule ATP release, luminescence; inhibition, %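 (compounds screened at 7.5 µM in platelet-rich plasma)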; 300,000 tested, 0.22% active; AID 1663;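 active = mean replicate score, as percent of positive control, at or above 50; inconclusive = mean below 50 but at least one replicate at or above 50; inactive = mean and every replicate below 50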
RGS4 act: RGS4 potentiation or activation; 310,000 tested, 0.92% active; B-score at 10 µM; HEK293 M3R/inducible RGS4, carbachol calcium flux Fluo4; hits give low values; AID 463111;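 active = B-score of the integrated calcium signal more than 4 SD below the library mean, with starting fluorescence not abnormally high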;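 also: negative B-score means reduced calcium response which marks RGS4 activation or potentiation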
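Material: M3R-expressing HEK293 line, RGS4 induced by doxycycline | Schedule: Overnight RGS4 induction, 30 min dye load 37 °C, 20 min compound RT | Measured by: Fluo4 fluorescence kinetic imaging of calcium | Read-out: Integrated calcium ratio converted to B score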
TRPC4 inh: blocks the mouse TRPC4 cation channel. Q9QUQ5. HEK293 TRPC4beta/mu-opioid, DAMGO-evoked Fluo4 calcium flux; hits give low values. B-score at 10 µM. 300,000 tested, 0.39% active. AID 2247;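 active = B-score over 3 SD under the library average, no early fluorescence shift, positive overall ratio signal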
Target sequence (Q9QUQ5 whole entry, looked up): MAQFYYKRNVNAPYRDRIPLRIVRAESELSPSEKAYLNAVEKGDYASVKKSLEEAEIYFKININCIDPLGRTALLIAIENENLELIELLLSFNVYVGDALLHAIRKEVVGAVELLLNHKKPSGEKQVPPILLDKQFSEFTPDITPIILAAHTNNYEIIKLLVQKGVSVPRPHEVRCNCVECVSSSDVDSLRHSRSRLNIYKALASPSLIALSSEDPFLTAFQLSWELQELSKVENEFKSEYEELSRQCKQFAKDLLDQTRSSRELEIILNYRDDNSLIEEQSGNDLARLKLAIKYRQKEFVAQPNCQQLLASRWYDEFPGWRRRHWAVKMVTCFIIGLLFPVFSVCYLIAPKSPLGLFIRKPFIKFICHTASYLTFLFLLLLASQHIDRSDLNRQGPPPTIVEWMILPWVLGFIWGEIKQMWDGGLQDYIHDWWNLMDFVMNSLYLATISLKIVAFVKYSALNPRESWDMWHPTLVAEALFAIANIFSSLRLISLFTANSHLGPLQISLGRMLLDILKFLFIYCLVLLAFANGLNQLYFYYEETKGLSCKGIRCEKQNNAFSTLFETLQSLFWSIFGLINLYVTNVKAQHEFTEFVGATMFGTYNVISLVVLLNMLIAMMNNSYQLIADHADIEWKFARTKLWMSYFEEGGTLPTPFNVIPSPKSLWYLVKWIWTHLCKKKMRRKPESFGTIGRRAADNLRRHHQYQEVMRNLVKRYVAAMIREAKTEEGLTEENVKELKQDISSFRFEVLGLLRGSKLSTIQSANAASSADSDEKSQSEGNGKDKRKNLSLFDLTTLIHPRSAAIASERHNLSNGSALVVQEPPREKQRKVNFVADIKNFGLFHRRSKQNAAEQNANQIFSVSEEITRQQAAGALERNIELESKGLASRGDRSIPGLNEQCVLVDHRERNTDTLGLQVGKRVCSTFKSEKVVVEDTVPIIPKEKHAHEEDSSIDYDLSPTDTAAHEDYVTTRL
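Assay system: HEK293 cells with stable TRPC4beta plus mu-opioid receptor expression; Probe or stimulus: DAMGO in two steps, submaximal then maximal; Dosing: single-point compound dosing; Measured by: Fluo4 calcium-dye fluorescence, kinetic read; Read-out basis: B score from integrated Fluo4 fluorescence ratio.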
* marks the source's active call; other numbers are inactive results; i = inactive; u = inconclusive; x = no result given. Hits appear at their usual frequency, and some 6.1% of all compounds hit somewhere here.

SMILES	MrgX1 ag	MrgX1 antagonist	TRPC6 inhibitor	MrgX1 allo act	SKKanGAS inh	TRPC6 act	HIF activator	RGS4 block	Platelet DG rel	RGS4 act	TRPC4 inh
CCCNC(=O)NC(=O)CSc1nc2ccccc2n1CC(C)C	i	i	i	i	5	i	-0.2	i	9	i	i
COc1cc(CC(=O)Nc2ccccc2N2CCCCC2)cc(OC)c1OC	i	i	i	i	7	i	-0.2	i	0	i	i
O=C(O)c1ccc2c3c(ncnc13)-c1ccccc1C2=O	i	i	i	i	59*	i	-0.4	i	-1	i	i
CC1CCCC(NCC(=O)Nc2ccc(C(N)=O)cc2)C1C (centres undefined)	i	i	i	i	-2	i	0.0	i	-2	i	i
O=C1C2C(C(=O)N1c1nccs1)C1C=CC2C12CC2 (centres undefined)	i	i	i	i	-3	i	0.2	i	16	i	i
COc1ccc(OCCNS(=O)(=O)c2cccc([N+](=O)[O-])c2)cc1	i	i	i	i	-8	i	1.7	i	12	i	i
Cc1ccc(S(=O)(=O)N2CCC(=O)N(C(COCc3cccc(C(F)(F)F)c3)Cc3ccccc3)CC2)cc1 (centres undefined)	i	-4.5*	i	i	6	i	0.6	i	-5	i	i
O=C(NCCN1CCOCC1)c1cc([N+](=O)[O-])cc([N+](=O)[O-])c1	i	i	i	i	-1	i	-0.4	i	-3	i	i
Cc1cc(C)cc(NCc2ccncc2)c1	i	i	i	i	1	i	0.0	i	15	i	i
COc1ncnc2c1cnn2-c1ccccc1	i	i	i	i	-4	i	2.6	i	-1	i	i
COc1cc(NC(=O)[C@@H](NC(=O)c2ccco2)C(C)C)c(OC)cc1NC(=O)c1ccccc1	i	i	i	i	5	i	-0.5	i	5	i	i
O=[N+]([O-])c1ccccc1S(=O)(=O)Nc1ccc(S(=O)(=O)Nc2nccs2)cc1	i	i	i	i	4	i	0.1	i	-9	i	i
CCOc1c(Cl)cc(CNCC(C)C)cc1Cl	i	i	i	i	2	i	0.0	i	-2	i	i
Cc1ccn(CCC(=O)NC2CCCc3c2cnn3-c2cccc(C)c2C)n1 (centres undefined)	i	i	i	i	-1	i	-0.8	i	3	i	i
COc1ccccc1OCc1ccc(C(=O)N2CCOCC2)o1	i	i	i	i	-5	i	-0.6	i	4	i	i
CCCCOc1ccc(N(CC(=O)NCc2ccccc2)C(=O)c2csnn2)cc1	i	i	i	i	-1	i	1.0	i	15	i	i
COc1ccc2c(c1)OC13CCCCC1C2C(C(=O)c1ccccc1)C(=O)N3 (centres undefined)	i	i	i	i	3	i	0.1	i	12	i	i
O=C(NNc1nc2ccccc2s1)Nc1ccc(F)cc1	i	i	i	i	-6	i	3.1	i	11	i	i
COc1ccc(NC(=O)CN(C)C(=O)c2ccc(=O)[nH]c2)cc1	i	i	i	i	-8	i	0.5	i	-6	i	i
Cn1c2ccccc2c2nnc(SCC(=O)NC3CC3)nc21	i	i	i	i	-2	i	-9.9	i	2	i	i
COc1ccc(C(=O)Nc2nnc(-c3ccco3)s2)cc1	i	i	i	i	-1	i	-1.7	i	-3	i	i
CCOc1ccc(N=C2SC(C(=O)Nc3ccccc3C#N)C(N)=C2C(=O)Nc2ccc(Cl)cc2)cc1 (centres undefined)	i	i	i	i	36	i	0.2	i	4	i	i
CC(C)C(C)NC(=O)CN1C(=O)NC(C)(c2ccc3ccccc3c2)C1=O (centres undefined)	i	i	i	i	8	i	0.2	i	3	i	i
O=C(CNC(=O)c1ccc(Cl)cc1)OCC(=O)N1CCCC1	i	i	i	i	3	i	-0.7	i	-4	i	i
FC(F)(F)c1cccc(NC(=S)Nc2ccc(Cl)cc2Cl)c1	i	i	i	i	u	i	-0.5	i	5	i	i
Cc1noc(C)c1S(=O)(=O)N1CCCC(C(=O)NCc2ccccn2)C1 (centres undefined)	i	i	i	i	-1	i	0.4	i	-1	i	i
Cc1cc(C)n2c(SCC(=O)Nc3ccc(F)cc3F)nnc2n1	i	i	i	i	1	i	-0.7	i	0	i	i
Cc1cccc(C2NC(=O)c3ccccc3O2)c1 (centres undefined)	i	i	i	i	-1	i	-0.4	i	0	i	i
COc1ccc(S(=O)(=O)N2CCOCC2)cc1NC(=O)CO/N=C/c1ccccc1OC(F)F	i	i	i	i	-2	i	-0.5	i	-2	i	i
Cc1ccc(C)c(-n2c(=O)c(C#N)cc3c(=O)n4ccccc4nc32)c1	i	i	i	i	6	i	0.0	i	13	i	i
O=C(COc1ccccc1Cl)Nc1ccc(NC(=O)c2ccco2)cc1	i	i	i	i	-10	i	1.0	i	5	i	i
COc1cccc(CNc2ccc([N+](=O)[O-])c(NCC(=O)O)n2)c1	i	i	i	i	8	i	-0.1	i	4	i	i
CC1(OC(=O)C2CCCC2)C(=O)C=C2C=C(c3ccsc3)N(C(CO)CO)C=C2C1=O (centres undefined)	i	i	i	i	0	i	0.0	i	-1	i	i
Cc1onc(-c2c(Cl)cccc2Cl)c1C(=O)Nc1ccc(Cl)cn1	i	i	i	i	-9	i	0.1	i	8	i	i
CSc1ccc(/C=C/C(=O)c2ccc(NC(C)=O)cc2)cc1	i	i	i	i	-12	i	-0.5	i	2	i	i
CCOC(=O)c1oc2c(CN3CCN(C)CC3)c(O)ccc2c(=O)c1-c1ccccc1OC	i	i	i	i	-2	i	0.2	i	-7	i	i
Cn1nc(C(=O)NNC(=O)CCc2ccccc2Cl)c2ccccc2c1=O	i	i	i	i	30	i	0.1	i	4	i	i
Cc1nnc2c3ccccc3c(-c3cccs3)nn12	i	i	i	i	13	i	0.5	i	-8	i	i
NNc1nc2cc3c(cc2s1)OCCO3	i	i	i	i	8	i	0.9	i	18	i	i
CCN(CC)CCCN(Cc1cc2cc3c(cc2[nH]c1=O)OCO3)C(=S)NCCOC	i	i	i	i	-1	i	2.8	i	6	i	i
CCS(=O)(=O)N1CCCC(C(=O)NCc2ccc3c(c2)OCO3)C1 (centres undefined)	i	i	i	i	-3	i	-0.3	i	-9	i	i
COc1ccc(C(=O)NCCSCc2ccc(Cl)cc2)cc1OC	i	i	i	i	-11	i	1.0	i	-5	i	i
Cc1ccc(CNC(=O)c2nn(C)c3c2CS(=O)(=O)c2ccccc2-3)cc1	i	i	i	i	3	i	-0.9	i	1	i	i
O=C(CSc1ncnc2[nH]ncc12)Nc1nc(-c2ccc(F)c(F)c2)cs1	i	i	i	i	-4	i	-1.4	i	-4	i	i
O=C(OCn1nnc2ccccc2c1=O)c1cccnc1	i	i	i	i	-5	i	-0.4	i	1	i	i
O=C1CCCCCN1C(=O)c1cccc(C(=O)N2CCCCCC2=O)c1	i	i	i	i	-1	i	-0.2	i	0	i	i
CCOC(=O)c1sc(C)c2c1NC(C)(c1ccccc1)NC2=O (centres undefined)	i	i	i	i	2	i	0.2	i	1	i	i
CC(C)C1CC(CCN)(c2ccccc2)CCO1 (centres undefined)	i	i	i	i	2	i	-0.5	i	0	i	i
OC12CCCCC1C(c1ccc3c(c1)OCO3)N(Cc1cccc(F)c1)CC2 (centres undefined)	x	x	i	x	0	i	-0.2	i	8	i	i
Cc1cc(=O)n2nc(N3CCC(C(=O)NCCc4ccccc4)CC3)sc2n1	i	i	i	i	1	i	0.0	i	0	i	i
COc1cc(C)cc2oc(=O)c(CC(=O)N3CCN(C(=O)C4COc5ccccc5O4)CC3)c(C)c12 (centres undefined)	i	i	i	i	7	i	-0.6	i	2	i	i
Cc1ccc(C(=O)N2CCc3cc4c(cc3C2C)OCCCO4)cc1 (centres undefined)	i	i	i	i	-1	i	0.5	i	11	i	i
CC(C)Oc1ccc(-c2nc(NCC3CCCO3)c3ccccc3n2)cc1 (centres undefined)	i	i	i	i	1	i	2.0	i	3	i	i
CCOc1ccc(-n2nc3ccc(N)cc3n2)cc1	i	i	i	i	10	i	-0.4	i	20	i	i
COc1ccc(CCNC(=O)C2CCC(CNc3c(N4CCCC4)c(=O)c3=O)CC2)cc1OC (centres undefined)	i	i	i	i	1	i	-0.4	i	-2	i	i
CC(C)CC(=O)Nc1ccnn1C1CCN(C(=O)c2ccc(F)cc2Cl)CC1	i	i	i	i	14	i	-0.3	i	-5	i	i
CN(C)Cc1ccc(CNC(=O)COc2ccc3ccccc3c2)cc1	i	i	i	i	-2	i	0.6	i	-26	i	i
Cc1cc(C)cc(N2CC(C)Cn3c2nc2c3c(=O)[nH]c(=O)n2C)c1 (centres undefined)	i	i	i	i	-3	i	0.5	i	1	i	i

2 of the compounds above, with two lines to a compound.
Fields – MrgX1 ag | MrgX1 antagonist | TRPC6 inhibitor | MrgX1 allo act | SKKanGAS inh | TRPC6 act | HIF activator | RGS4 block | Platelet DG rel | RGS4 act | TRPC4 inh
Cc1onc(-c2c(Cl)cccc2Cl)c1C(=O)Nc1ccc(Cl)cn1
  i | i | i | i | -9 | i | 0.1 | i | 8 | i | i
CSc1ccc(/C=C/C(=O)c2ccc(NC(C)=O)cc2)cc1
  i | i | i | i | -12 | i | -0.5 | i | 2 | i | i
